Assay outcomes: PubChem BioAssay, several laboratories
HTR1E agonist: 5-HT1E receptor agonists, primary screen, cell-based, HTS; 5-hydroxytryptamine receptor 1E (Homo sapiens), P28566; CHO 5-HT1E Ga15 NFAT-bla reporter, FRET; 0% DMSO wells, 100% control agonist wells; activation, % at 6 µM; 65,000 compounds, 0.69% hits;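 active = activation above a set limit, the screen-wide mean activation plus 3 SD, cut at about 8.5% in these data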;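 also: 100% = positive control agonist at 1 µM giving full maximal response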
Target sequence (P28566 whole entry, looked up): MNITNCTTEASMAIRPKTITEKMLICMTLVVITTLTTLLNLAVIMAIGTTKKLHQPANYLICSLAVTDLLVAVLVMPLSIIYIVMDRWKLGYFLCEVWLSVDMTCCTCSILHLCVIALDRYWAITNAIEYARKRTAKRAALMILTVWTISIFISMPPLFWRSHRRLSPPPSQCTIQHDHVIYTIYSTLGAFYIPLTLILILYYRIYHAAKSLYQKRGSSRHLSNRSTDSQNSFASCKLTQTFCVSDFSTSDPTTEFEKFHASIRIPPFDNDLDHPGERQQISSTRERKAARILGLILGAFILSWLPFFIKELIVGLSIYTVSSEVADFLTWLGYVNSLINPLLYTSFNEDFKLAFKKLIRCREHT
HER2 expr 66K: inhibitors of Her2 protein expression, primary screen, SKBR-3 cells, AlphaScreen, 66K library; SKBR-3 HER2 protein level, 18-24 h; active compounds read low; HER2 level % of control, % at 10 µM; 65,000 compounds, 0.69% hits; AID 645, 2007;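 active = HER2 level under 5% of the carrier-only control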;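 also: 100% = DMSO carrier and 0% = 500 nM PU-H71 HSP90 inhibitor; lower value means stronger loss of Her2 protein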
S1P3 agonist: human S1P3 receptor agonists, primary screen, cell-based, primary and confirmation, NFAT-BLA reporter. Sphingosine 1-phosphate receptor 3 (Homo sapiens), Q99500. S1P3 NFAT-BLA reporter cells, agonism, FRET ratio; relative to 1 µM S1P, basal subtracted. activation, % at 4.5 µM. 60,000 compounds, 0.1% hits;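 active = activation above the screen-wide mean plus 3 SD, cut at about 4.5% in these data, passing the limit was not always enough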; also: some compounds called inactive have numbers as strong as hits
Target sequence (Q99500 whole entry, looked up): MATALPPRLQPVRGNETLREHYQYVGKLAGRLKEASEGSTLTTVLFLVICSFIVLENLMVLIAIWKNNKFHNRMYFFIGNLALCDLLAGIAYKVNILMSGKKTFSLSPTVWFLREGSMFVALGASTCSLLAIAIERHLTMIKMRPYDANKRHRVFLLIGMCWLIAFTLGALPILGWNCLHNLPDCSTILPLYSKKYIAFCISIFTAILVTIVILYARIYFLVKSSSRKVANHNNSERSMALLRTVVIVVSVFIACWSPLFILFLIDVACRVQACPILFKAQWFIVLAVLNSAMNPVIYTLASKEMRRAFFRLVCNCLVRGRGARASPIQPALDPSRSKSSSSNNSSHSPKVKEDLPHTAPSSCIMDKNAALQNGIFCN
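Assay system: stable CHO line with human S1P3, Gα16, NFAT-BLA reporter; Detection: FRET β-lactamase substrate fluorescence, excitation 405 nm, 460/535 nm emission ratio, background-subtracted; Read-out: percent activation versus median 1 µM S1P response, basal-subtracted, per plate; Incubation: cells plated overnight, compound 4 h 37 °C, substrate 2 h RT.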
S1P1 ag pot: S1P1 agonists and agonism potentiators, primary screen, cell-based, primary and confirmation screens, CRE-bla reporter; Sphingosine 1-phosphate receptor 1 (Homo sapiens), P21453; S1P1 CRE-bla cells, forskolin, beta-lactamase FRET, potentiator mode; S1P1 agonist co-added at EC20, 2 nM; 100% = saturating reference agonist, 0% = basal; activation, % at 9.5 µM; 56,000 compounds, 0.57% hits; AID 449, 2006;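 active = activation above a cutoff set at the mean activation of all tested compounds plus 3 SD, cut at about 54% in these data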;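 also: forskolin at 4 µM as EC80 and the EC20 agonist is SEW2871; 100% = SEW2871 at its EC100 plus forskolin at EC80; some compounds past the cut are filed as inactive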
Fluor 339 460: intrinsic fluorescence of library compounds, ex339/em460 – biochemical, MLSMR library, data from DPM-DC assay, artefact control, profiling panel; AID 709, 2007; compound autofluorescence, ex339/em460 nm, NADH buffer; active compounds read high; 1 = no-compound wells, NADH background; fluorescence fold increase at 10 µM; 65,000 compounds, 5.5% hits;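 active = at 10 µM, mean starting fluorescence two-fold or more over control wells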;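 also: signal is the first read of a kinetic run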
Abs 340nm: compound light absorbance at 340 nm, profiling panel, artefact control, biochemical, MLSMR library, data from PS, PMK, MK assays; compound absorbance at 340 nm, fold over control; fold change at 10 µM; 65,000 tested, under 10 active; AID 708, 2007;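 active = at 10 µM dose, initial 340 nm absorbance at least 2 fold that of control wells; inactive = change under 2 fold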;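 also: initial absorbance extrapolated from kinetic A340 decline of NADH oxidation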
MMP13 inh: human MMP13 inhibitors, primary screen, biochemical, FRET peptide cleavage | 65,000 compounds, 0.07% hits | MMP-13 fTHP FRET cleavage, Mca fluorescence | Collagenase 3 (Homo sapiens), P45452 | inhibition, % at 4 µM;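 active = inhibition above the mean of compound-free control plate wells plus 3 SD, cut at about 14% in these data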;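 also: 0% = DMSO wells and 100% = wells with reference MMP-13 inhibitor after basal subtraction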
5-HT1A blocker: human 5-HT1a receptor antagonists, primary screen, cell-based, CHO, Ga15 NFAT-bla reporter. 5-hydroxytryptamine receptor 1A (Homo sapiens), P08908. CHO 5-HT1a Ga15 NFAT-bla reporter, antagonist mode. inhibition, % at 10 µM. 62,000 compounds, 0.68% hits;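 active = inhibition above the mean of all tested compounds plus 3 SD, cut at about 43% in these data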;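 also: receptor stimulated by 5-CT agonist at 100 nM near EC80; beta-lactamase reporter measured by ratiometric fluorescence of a cleavable substrate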
HTR1E antagonist: 5-HT1E receptor antagonists, primary screen, cell-based, HTS | 5-hydroxytryptamine receptor 1E (Homo sapiens), P28566 | CHO 5-HT1E Ga15 NFAT-bla reporter, FRET, antagonist | inhibition, % at 6 µM | 65,000 compounds, 0.99% hits;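 active = inhibition above a set limit, the mean inhibition across every tested compound plus 3 SD, cut at about 29% in these data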;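 also: signal is the 460 over 535 nm emission ratio of beta-lactamase substrate; 0% = agonist plus DMSO wells and 100% = wells without agonist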
An asterisk follows results filed as active; · = not tested or not shown; [ ] = remark or other dose.

SMILES	HTR1E agonist	HER2 expr 66K	S1P3 agonist	S1P1 ag pot	Fluor 339 460	Abs 340nm	MMP13 inh	5-HT1A blocker	HTR1E antagonist
COc1cc2c(cc1OC)C(c1ccc(C)o1)CC(=O)N2 (configuration not stated)	-0.7	89	-1.1	-16	1.3	1	-9	30	11
O=C(c1ccco1)N1CCN(S(=O)(=O)c2ccc3c(c2)CCN3C(=O)C2CCC2)CC1	-0.8	130	0.8	-44	1	0.99	0	0	1
CC(C)Oc1ccc(C(=O)NCc2ccco2)cc1	0.5	100	0.1	2	1.1	1	7	1	-3
COc1ccc(C2C(=O)N(C3CCCCC3)CC(=O)N2Cc2ccc3c(c2)OCO3)cc1 (configuration not stated)	0.1	123	·	·	1	1	4	2	1
CC1N(O)C(c2ccc(Cl)cc2Cl)N(O)C1(C)C (configuration not stated)	0.0	142	44	8	1.1	1	-4	·	4
Cc1cc(OC(=O)c2ccc(S(=O)(=O)N(C)C)cc2)cc(=O)o1	0.3	95	0.1	-4	1.1	0.97	3	9	-5
O=C1CC(c2ccccc2)CC(O)=C1C=NCCN1CCOCC1 (configuration not stated)	-0.6	94	0.4	-20	0.98	1	1	6	-3
Cc1cc(C)c(S(=O)(=O)Nc2ccc(O)cc2)c(C)c1	-0.5	97	-0.6	4	1.1	1	-4	9	-9
Nn1c(SCC(=O)N2CCCc3ccccc32)nnc1-c1ccc(Cl)cc1	0.0	81	-0.6	-132	1	0.99	1	-4	-4
O=S(=O)(NC1CCCC1)c1ccc(S(=O)(=O)NC2CCCC2)cc1	-1.0	92	0.0	-8	1	1	3	-14	9
O=C(Nc1ccc(S(=O)(=O)N2CCN(Cc3ccccc3)CC2)cc1)c1cnccn1	0.5	79	-2.3	32	1.1	0.99	-13	11	-2
COc1cccc(-c2nc(CS(=O)CC(=O)NCc3ccccc3)c(C)o2)c1 (configuration not stated)	-0.1	69	-0.5	-15	0.98	1	-3	-1	-4
NC(=O)C1CC(O)CN1c1nc(CN2CCOCC2)nc2scc(-c3ccccc3)c12 (configuration not stated)	0.2	123	-1.1	3	1.1	1	2	7	-7
CCOC(=O)CCC(NC(=O)c1cncc(O)c1)C(=O)OCC (configuration not stated)	2.4	124	-0.9	19	2.9*	1.1	-10	-1	4
CCOc1ccc(NC(=O)c2nnn(CC(=O)Nc3ccccc3OCC)c2N)cc1	-0.2	102	0.1	-8	1.1	1	1	-2	2
CC1CC(=O)N(CC(=O)Nc2ccc3c(c2)OCCO3)c2ccccc2S1 (configuration not stated)	-0.9	75	-0.3	8	1.1	0.99	3	-21	-4
CCOC(=O)c1sc(NC(=O)C2CCCO2)c(C(=O)OCC)c1C (configuration not stated)	-0.7	103	0.1	-15	1.1	1	0	-15	-6
COCCCn1c(SCC(=O)OC2CCCCC2)nnc1-c1ccco1	-0.8	171	-1.6	11	1.1	0.96	-3	-3	10
O=C(NCCc1ccccc1)C1CCCN(S(=O)(=O)c2cccnc2)C1 (configuration not stated)	-0.1	79	-0.1	-10	1.1	1	0	-15	-4
CCn1c2ccccc2c2cc(C3C(C#N)=C(N)Oc4n[nH]c(COC)c43)ccc21 (configuration not stated)	-0.1	-24*	0.5	·	1.1	1.1	-10	-9	-5
CSc1cccc(-n2cc(-c3ccc4c(c3)OCO4)[nH]c2=O)c1	-0.1	42	·	·	1.1	1.1	4	25	12
Cc1cc(C)c(S(=O)(=O)n2nc(C)c(Br)c2C)c(C)c1	0.4	101	-0.7	·	1.1	1	6	-10	-3
CCC(=O)Nc1ccccc1C(=O)OCC(=O)Nc1ccc(S(N)(=O)=O)cc1	-0.3	85	-1.0	1	1.2	1	-8	-8	-2
CC(C)c1ccc(O)c(NC(=O)c2cncc(Br)c2)c1	-1.1	98	0.8	-6	1.1	1	-1	-11	3
CCOCCCNC(=O)C1CCCN1C(=O)NC1CCCCC1 (configuration not stated)	-0.9	143	-1.0	-3	1.1	0.97	2	11	18
O=C(NCc1ccncc1)Nc1ccccc1Cl	-0.4	81	-1.3	-6	1.1	1	-15	6	-2
COc1ccccc1-n1c(CNC(=O)c2ccc(S(=O)(=O)N3CCOCC3)cc2)n[nH]c1=S	0.0	132	·	·	1.1	1.1	4	-7	-5
COc1ccc(C(=O)NCCC(C)C)cc1S(=O)(=O)N1CCOCC1	-0.3	98	-0.4	-6	1	1	1	-11	1
CNC(=O)c1cc2c(=O)n3cccc(C)c3nc2n1C	-0.6	70	-1.0	-23	5*	1.1	-27	-6	2
CCCC(=O)Nc1ccc2oc(-c3cccnc3)nc2c1	0.2	81	0.1	-26	2.8*	1	-176[fluorescence artefact?]	-18	1

Compound profiles, from the list above. Order of screens: HTR1E agonist	HER2 expr 66K	S1P3 agonist	S1P1 ag pot	Fluor 339 460	Abs 340nm	MMP13 inh	5-HT1A blocker	HTR1E antagonist
Entry for Cc1cc(C)c(S(=O)(=O)n2nc(C)c(Br)c2C)c(C)c1 = 0.4	101	-0.7	·	1.1	1	6	-10	-3
Entry for CCOC(=O)c1sc(NC(=O)C2CCCO2)c(C(=O)OCC)c1C (configuration not stated) = -0.7	103	0.1	-15	1.1	1	0	-15	-6

The results go on:
SMILES	HTR1E agonist	HER2 expr 66K	S1P3 agonist	S1P1 ag pot	Fluor 339 460	Abs 340nm	MMP13 inh	5-HT1A blocker	HTR1E antagonist
CCOCCCNc1ccc(-c2ccccc2)nn1	-0.7	136	-0.1	14	1.2	1	-2	4	5
Cc1ccc(CNC(=O)C2CCN(S(=O)(=O)c3c(C)noc3C)CC2)cc1	0.2	102	·	·	1	1	-2	-4	0
CCOC(=O)N(Cc1ccccc1)C(C(=O)O)C(C(=O)O)N(Cc1ccccc1)C(=O)OCC (configuration not stated)	-0.7	94	-1.7	-5	1.1	1	6	-4	20
CC1=CC(C)(C)Nc2ccc(OC(=O)CN3C(=O)CCC3=O)cc21	3.0	140	0.6	42	1.7	1	-4	21	19
COc1ccc(OC)c(NC(=O)C2CCCN(S(=O)(=O)c3c(C)noc3C)C2)c1 (configuration not stated)	0.0	85	0.4	-14	1.1	1	5	-8	-6
O=S(=O)(NCCOCCNS(=O)(=O)c1ccccc1)c1ccccc1	-0.4	106	0.0	-8	1	1	4	-10	0
CCc1cc(C)cc(OCCNC(=O)c2ncn[nH]2)c1	-0.8	113	-1.3	-21	1.1	0.99	0	-6	-11
Nc1sccc1C(=O)c1ccc(Cl)cc1	0.6	123	1.0	10	1.1	0.98	-4	8	-11
COc1ccc2[nH]c(C)c(CCN3C(=O)OC(C)(C)C3(C)O)c2c1 (configuration not stated)	0.2	82	-0.4	-8	1.1	0.99	-5	-1	1
COCCNC(=O)C1CC(c2cccc(OC)c2)=NO1 (configuration not stated)	-0.5	117	0.2	16	1.1	1	-2	-2	12
CN=c1sc(C(=O)Nc2cccc(Cl)c2)cc(=O)n1C	-0.7	·	-0.1	·	1.1	1.1	3	0	0
CCOC(=O)C1CCN(C(=O)N(C)C)CC1	-1.2	107	-1.1	5	1.1	1	7	3	5
Cc1cc(N2C(=O)C3C4C=CC(C4)C3C2=O)no1 (configuration not stated)	-0.6	92	-0.6	·	1.1	1	4	1	10
COc1ccc(-c2cn3ccccc3n2)cc1OC	0.4	66	0.0	-10	4*	1	-178[fluorescence artefact?]	10	12
CC1CCN(CC(=O)NCc2ccccc2)CC1	0.2	102	0.2	-43	1.1	1.1	7	-5	2
CCOc1ccc(S(=O)(=O)N2CCCCC2)c2ccccc12	0.6	72	-0.7	-1	1.1	1	2	1	6
O=C(CSCc1cnn(-c2ccccc2)c1-n1cccc1)NCCN1CCOCC1	-0.2	80	·	·	1.1	1	4	3	-7
OCCN1CCN(CC(O)COc2ccc3ccccc3c2)CC1 (configuration not stated)	-0.5	87	0.1	-6	1	0.97	1	4	9
O=C(OCc1nnc(-c2ccccc2)o1)c1cc(S(=O)(=O)N2CCOCC2)c(Cl)cc1Cl	-0.1	105	1.1	-3	1.1	1	-2	-14	-12
CCOC(=O)NC1(C(F)(F)F)C(=O)NC(C)=C1C#N (configuration not stated)	-0.2	138	-3.0	-1	1.1	1	2	·	-12
CC(C)c1ccc(-c2nc(N3CCCC3)nc3n[nH]c(N)c23)cc1	-0.4	46	·	·	1.1	1.1	1	10	8
CCOC(=O)COc1ccc2c(c1)C(=O)CC1(CCN(C(C)=O)CC1)O2	0.5	96	·	·	4.8*	1	-102[fluorescence artefact?]	5	-5
COc1ccc(CCNC(=O)CSc2nc(C)nc3c2oc2ccccc23)cc1OC	0.1	97	-0.4	-21	1.1	1	0	-9	-16
Cc1ncoc1C(=O)Nc1ccccc1-c1ccccc1	-0.7	93	-0.7	-10	1	1	3	-2	10
O=C(O)Cn1c(CC(=O)N2CCCC2)nc2ccccc21	0.3	85	-0.2	-18	1	1	0	-14	-11
O=C(NCC1COc2ccccc2O1)c1c[nH]c2ccc(S(=O)(=O)N3CCOCC3)cc2c1=O (configuration not stated)	0.7	85	-0.7	-27	2.8*	1.1	-2	-2	4
O=C(O)CCCC(=O)Nc1cccc2cccnc12	-0.1	122	-0.6	-25	1.2	1.1	4	3	-7
COc1cccc(NC(=O)N2CCCC2C(=O)NC2CC2)c1 (configuration not stated)	0.3	110	-0.9	-4	1.1	1	-4	-5	6
Cc1cccc(C)c1-n1nnnc1SCSc1nnnn1-c1c(C)cccc1C	0.3	70	-0.6	·	1	1	3	6	-5
CCc1ccccc1NC(=O)CSc1nnc([C@@H](N)Cc2ccccc2)o1	-0.4	69	·	·	1	1	2	-12	-1
O=C(Nc1ccccc1)N1CC=C(c2ccccc2)CC1	-0.1	97	0.6	·	1.2	1	-1	13	0
COc1cc2nc(CN(C)CC(=O)Nc3ccc(N4CCOCC4)cc3)[nH]c(=O)c2cc1OC	0.0	93	0.0	-24	1.1	0.99	-2	-21	1
O=C1C(Cl)=C(NCC2CCCO2)C(=O)N1CCc1ccccc1 (configuration not stated)	1.8	80	0.4	-9	1.1	1	-1	-15	0
Nc1nc2c(s1)C(=O)CCC2	-1.1	79	0.5	-9	1	1.1	-6	-3	-2
Cc1cc(NC(=O)c2ccccc2NS(=O)(=O)c2c(C)c(C)cc(C)c2C)no1	-0.8	65	·	·	2.3*	1	-87[fluorescence artefact?]	5	-10
Clc1ccc(C=NC23CN4CN(CN(C4)C2)C3)cc1	-0.1	66	-0.8	-17	1	1	5	-7	4
Cc1c(S(=O)(=O)N2CCN(C(=O)c3ccco3)CC2)c(=O)n(C)c(=O)n1C	0.7	71	-1.7	-9	1.1	1	5	-3	-5
